# Apaf-1 inh: inhibitors of human Apaf-1 apoptosome, primary screen, biochemical, DEVD-Rh110 fluorescence, uHTS. reconstituted apoptosome caspase-3 activity. inhibition, % at 20 µM. 330,000 tested, 0.71% active. AID 489030, 2010; active = inhibition of at least 40% at 20 µM;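 note: plate controls were DMSO wells for no effect and DEVD-CHO caspase inhibitor wells for full effect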
#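 Assay system – apoptosome proteins · Medium – Hepes buffer, pH 7.5 · Also added – cytochrome c with DEVD-Rh110 · Timing – 30 min compound preincubation, 50 min activation, room temperature · Detection – Rh110 fluorescence, excitation 480 nm, emission 540 nm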
# SENP1 FRET inh: human SENP1 catalytic domain inhibitors, primary screen, biochemical, FRET, uHTS | Sentrin-specific protease 1 (Homo sapiens), Q9P0U3 | recombinant SENP1 catalytic domain, CyPet-SUMO1-YPet FRET cleavage | 360,000 tested, 0.21% active | inhibition, % at 10 µM;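 active = inhibition at least 30% at 10 µM, raw YFP signal under a set limit, fluorescence ratio 0.5 to 1.5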;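 note: 0% = enzyme with DMSO and 100% = no enzyme wells; some results filed as inactive read as strong as hits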
# Target sequence (Q9P0U3 419-644 limits assumed): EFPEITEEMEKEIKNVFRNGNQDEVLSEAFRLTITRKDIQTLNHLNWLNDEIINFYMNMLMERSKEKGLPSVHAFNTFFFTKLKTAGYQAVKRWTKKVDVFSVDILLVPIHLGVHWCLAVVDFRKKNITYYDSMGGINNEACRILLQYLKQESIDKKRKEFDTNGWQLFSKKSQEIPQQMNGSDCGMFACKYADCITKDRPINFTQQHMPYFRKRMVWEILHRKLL
#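 Test system: recombinant human SENP1 catalytic domain, His6-tagged / Medium: pH 8 Tris buffer with EDTA, NaCl, BME, BSA, NP40, catalase / Also added: SUMO1 FRET substrate flanked by Cypet and Ypet, 25 nM / Times: 50 min reaction at room temperature / Signal: FRET, CFP and YFP emission / Control set: no-enzyme low control and enzyme-plus-DMSO high control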
# SENP8 block-1: human SENP8 protease inhibitors, primary screen, biochemical, fluorescence, Nedd8 protein substrate, uHTS; Sentrin-specific protease 8 (Homo sapiens), Q96LD8; recombinant SENP8; inhibition, % at 20 µM; 360,000 tested, 0.64% active; AID 602440, 2012; in the data active = inhibition mostly above about 40%, no sharp cut-off; inactive = mostly below about 27%
# Target sequence (Q96LD8 whole entry, looked up): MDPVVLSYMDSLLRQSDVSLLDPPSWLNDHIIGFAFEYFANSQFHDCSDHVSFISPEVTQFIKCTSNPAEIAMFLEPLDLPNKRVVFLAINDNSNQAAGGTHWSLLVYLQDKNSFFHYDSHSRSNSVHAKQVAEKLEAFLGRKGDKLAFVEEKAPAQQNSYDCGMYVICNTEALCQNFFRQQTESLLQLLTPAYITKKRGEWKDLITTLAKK
# APOBEC3G inh: APOBEC3G DNA deaminase inhibitors, primary screen, biochemical, fluorescence, single-stranded DNA substrate, uHTS. DNA dC->dU-editing enzyme APOBEC-3G (Homo sapiens), Q9HC16. recombinant A3G, ssDNA deamination FAM/TAMRA fluorescence. inhibition, % at 20 µM. 330,000 tested, 0.28% active. AID 493012, 2011;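 active = inhibition of at least 40% at 20 µM, with no more than 30% in the related APOBEC3A deaminase screen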;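 note: plate controls were DMSO wells with A3G for no effect and wells lacking A3G enzyme for full effect; some compounds called inactive have numbers as strong as hits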
# Target sequence (Q9HC16 whole entry, looked up): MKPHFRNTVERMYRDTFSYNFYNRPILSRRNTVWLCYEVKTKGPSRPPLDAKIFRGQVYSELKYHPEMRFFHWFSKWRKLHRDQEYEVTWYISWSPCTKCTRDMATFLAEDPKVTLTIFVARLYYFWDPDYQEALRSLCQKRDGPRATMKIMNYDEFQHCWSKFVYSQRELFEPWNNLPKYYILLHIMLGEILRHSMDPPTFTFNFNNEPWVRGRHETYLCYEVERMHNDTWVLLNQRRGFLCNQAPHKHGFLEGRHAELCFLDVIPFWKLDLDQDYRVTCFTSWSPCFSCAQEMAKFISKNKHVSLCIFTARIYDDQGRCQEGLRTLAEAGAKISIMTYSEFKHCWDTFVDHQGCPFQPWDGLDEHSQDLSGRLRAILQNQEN
# UBC13 polyUb: UBC13 polyubiquitin chain formation inhibitors, primary screen, biochemical, TR-FRET, uHTS; inhibition, % at 20 µM; Ubiquitin-conjugating enzyme E2 N (Homo sapiens), P61088; 330,000 tested, 0.47% active; AID 485273, 2010; in the data active = inhibition above about 45%, passing the limit was not always enough
# Target sequence (P61088 whole entry, looked up): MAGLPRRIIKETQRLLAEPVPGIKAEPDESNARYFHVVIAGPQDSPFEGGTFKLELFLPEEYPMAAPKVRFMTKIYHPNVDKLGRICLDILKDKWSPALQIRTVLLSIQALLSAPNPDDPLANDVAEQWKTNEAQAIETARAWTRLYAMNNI
# SENP8 block-2: SENP8 protease inhibitors, primary screen, biochemical, luminescence. Sentrin-specific protease 8 (Homo sapiens), Q96LD8. purified SENP8, Z-RLRGG-aminoluciferin cleavage. inhibition, % at 10 µM. 330,000 tested, 1.2% active. AID 2540, 2010; in the data active = inhibition above about 50%
# SENP7 inh: SENP7 protease inhibitors, primary screen, biochemical, luminescence, uHTS; inhibition, % at 5 µM; recombinant SENP7, Z-RLRGG-aminoluciferin luminescence, 40 min; 330,000 tested, 1.5% active; AID 434973, 2010; Sentrin-specific protease 7 (Homo sapiens), Q9BQF6;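 active = inhibition above about 50% at the single test dose, limit read from the data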;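 note: plate controls were DMSO with enzyme for no effect and no enzyme buffer wells for full effect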
# SENP6 block: SENP6 protease inhibitors, primary screen, biochemical, luminescence, uHTS. 330,000 tested, 1.8% active. Sentrin-specific protease 6 (Homo sapiens), Q9GZR1. Recombinant SENP6 catalytic domain, aminoluciferin luminescence. inhibition, % at 10 µM;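 active = inhibition above about 50% at the single tested dose, limit read from the data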;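 note: plate controls were DMSO wells with enzyme for no effect and DMSO wells lacking enzyme for full effect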
# * marks the source's active call; other numbers are inactive results.
item	compound	Apaf-1 inh	SENP1 FRET inh	SENP8 block-1	APOBEC3G inh
1	CC(=O)c1ccc(OCC(=O)N(C2CCCCC2)C2CCS(=O)(=O)C2)cc1 (stereo unspecified)	-7	2	14	-6
2	Cc1c(CCO)c(=O)[nH]n1S(=O)(=O)c1ccc([N+](=O)[O-])cc1	2	1	9	-6
3	COc1ccccc1CNC(=O)C(C)n1nc(C)c2c(C)n(-c3ccccc3)nc2c1=O (stereo unspecified)	3	-1	-4	-4
4	CCN1C(=S)N[C@@H](c2ccccc2)C(C(=O)OC)=C1C	-12	-2	21	-5
5	COc1cccc(OCCNC(=O)c2ccc(C)cc2)c1	0	2	15	-6
6	COc1ccc(NC(=O)Cc2c(Sc3ccccc3)c3ccccc3n2C)cc1	11	2	20	-6
7	N/C(=N\S(=O)(=O)c1cc(C(F)(F)F)cc(C(F)(F)F)c1)c1ccc(Cl)cc1	17	1	12	-1
8	COc1ccc(-c2csc(N3CCSCC3)n2)cc1	15	2	11	-3
9	COCC(=O)Nc1nc(-c2ccc([N+](=O)[O-])cc2)cs1	4	-1	10	-4
10	COc1ccc(N2CCN(C(=O)CCc3c[nH]c4ccccc34)CC2)cc1	5	0	6	-5
11	CC(=O)N1CCN(Cc2nc3cc(NC(=O)Nc4ccccc4)ccc3n2C)CC1	7	0	12	-4
12	CC(=O)N/N=C(\C)c1ccc(Br)cc1Br	-4	-6	11	-5

item	UBC13 polyUb	SENP8 block-2	SENP7 inh	SENP6 block
1	0	9	-1	-6
2	4	10	0	-2
3	10	-2	-7	3
4	2	1	-1	-5
5	6	-1	4	-10
6	3	-3	6	12
7	7	-3	1	-4
8	-1	-4	-2	-30
9	-7	-6	9	-15
10	10	5	4	7
11	-7	-3	4	-6
12	6	2	-5	8

# The final 6 compounds of the section above open the next one.
item	compound	Apaf-1 inh	SENP1 FRET inh	SENP8 block-1	APOBEC3G inh
7	N/C(=N\S(=O)(=O)c1cc(C(F)(F)F)cc(C(F)(F)F)c1)c1ccc(Cl)cc1	17	1	12	-1
8	COc1ccc(-c2csc(N3CCSCC3)n2)cc1	15	2	11	-3
9	COCC(=O)Nc1nc(-c2ccc([N+](=O)[O-])cc2)cs1	4	-1	10	-4
10	COc1ccc(N2CCN(C(=O)CCc3c[nH]c4ccccc34)CC2)cc1	5	0	6	-5
11	CC(=O)N1CCN(Cc2nc3cc(NC(=O)Nc4ccccc4)ccc3n2C)CC1	7	0	12	-4
12	CC(=O)N/N=C(\C)c1ccc(Br)cc1Br	-4	-6	11	-5
13	Cc1noc(C)c1S(=O)(=O)Nc1ccc(C(=O)Nc2ccc(OC(F)(F)F)cc2)cc1	10	1	24	-2
14	COc1cc(Nc2nc(SCC#N)nc3ccccc23)cc(OC)c1OC	-1	1	11	-4
15	O=[N+]([O-])c1cccc(OCC(O)CN2CCN(S(=O)(=O)c3cc(Cl)ccc3Cl)CC2)c1 (stereo unspecified)	20	1	4	-1
16	CCOc1nc(Nc2ccc(OC)c(Cl)c2)nc(N2CCN(c3ccc(OC)cc3)CC2)n1	13	-1	21	-1
17	Cc1cccc(/C=C/c2nc3ccccc3c(=O)[nH]2)c1	10	0	-79	-7
18	COc1ccc(S(=O)(=O)Nc2ccc3c(c2)N(C(C)=O)CCC3)cc1OC	5	1	7	-6
19	CC1CC1c1ccc(/C=C(\C#N)C(=O)Nc2cccc(Cl)c2Cl)o1 (stereo unspecified)	9	-28	-144	3
20	COc1ccc(C(=O)CCC(=O)N2CCN(c3cc(C)ccc3C)CC2)cc1	21	2	11	-4
21	Cc1nn(C)c(C)c1S(=O)(=O)N1CCC(C(=O)NC2CCCc3ccccc32)CC1 (stereo unspecified)	-6	-2	3	1
22	CCOc1ccccc1NC(=O)N1CCCN(c2ncccc2C#N)CC1	1	3	-245	-9
23	CC(=O)NCCc1ccc(S(=O)(=O)Nc2ccc(C)c(S(=O)(=O)N3CCOCC3)c2)cc1	1	0	5	0
24	Cc1nc(N2CCN(C)CC2)c2sc(=S)n(C)c2n1	-8	2	8	-6

item	UBC13 polyUb	SENP8 block-2	SENP7 inh	SENP6 block
7	7	-3	1	-4
8	-1	-4	-2	-30
9	-7	-6	9	-15
10	10	5	4	7
11	-7	-3	4	-6
12	6	2	-5	8
13	-8	6	6	3
14	-16	-6	-7	-4
15	-5	11	7	0
16	-11	0	7	7
17	8	75*	97*	87*
18	3	-8	-6	-17
19	3	-4	1	-3
20	-4	8	2	1
21	4	-5	6	-10
22	7	-2	1	-24
23	-4	-2	0	3
24	1	7	1	-12

# Other entries.
item	compound	Apaf-1 inh	SENP1 FRET inh	SENP8 block-1	APOBEC3G inh
25	CSc1ccc(CNC(=O)CCn2ccc3cc(S(=O)(=O)N4CCCC4)ccc32)cc1	-3	1	12	-6
26	O=C(NCC1CCCN1S(=O)(=O)c1cccs1)c1ccccc1 (stereo unspecified)	11	-4	10	-10
27	Cn1cccc1/C=C1/SC(=O)N(CC(=O)N2CCCC2)C1=O	-13	-11	10	-5
28	Cc1ccc(S(=O)(=O)N2CCN(C(=O)COC(=O)c3cc([N+](=O)[O-])ccc3NCCO)CC2)c(C)c1	13	-3	-9	-4
29	O=S(CC(O)COCc1ccc(Cl)cc1)c1ccccn1 (stereo unspecified)	-5	-1	21	-2
30	COc1ccc(OC)c(C2CC(=O)N3CN(c4cccc(Cl)c4)CSC3=C2C#N)c1 (stereo unspecified)	81*	-2	4	39
31	Cn1cnc(S(=O)(=O)N2CCN(c3ccccc3)CC2)c1	-7	2	14	-4
32	COc1ccc(-n2nnnc2SCC(=O)Nc2nnn(C)n2)cc1	-13	3	12	-7
33	C#CCOCCOCCOCCNc1nc(N2CCN(C(=O)C([C@@H](C)CC)n3cc(C(N)CO)nn3)CC2)nc(N2CCN(C(=O)[C@H](CCC(=O)O)n3cc(C(N)CC(C)C)nn3)CC2)n1 (stereo partly specified)	-3	2	15	-9
34	COc1ccc(C[C@H]2CN3C(=NC[C@@H]3Cc3ccccc3)N2CCNC(=O)CCC2CCCCC2)cc1	52*	0	17	-6
35	CCOC(=O)c1ccc(CNC(=O)CSc2nc(NC(=O)c3ccccc3)c3c(C)c(C)oc3n2)cc1	25	-2	-12	0
36	O=C(NCCCc1ccccc1)C(=O)NCC1OCCN1S(=O)(=O)c1ccccc1 (stereo unspecified)	18	-2	-3	11

item	UBC13 polyUb	SENP8 block-2	SENP7 inh	SENP6 block
25	11	-6	0	6
26	-1	-9	-19	-13
27	7	1	8	11
28	2	3	5	0
29	7	4	-2	9
30	-13	11	10	4
31	-3	-6	-3	5
32	6	-6	4	-2
33	-10	0	-4	-4
34	78*	-7	2	-13
35	4	-1	-5	4
36	-6	-4	5	-9

# Further entries:
item	compound	Apaf-1 inh	SENP1 FRET inh	SENP8 block-1	APOBEC3G inh
37	O=C(Nc1cc(C(F)(F)F)ccc1Cl)c1ccc(NC(=O)C(F)(F)F)cc1	-2	3	14	-2
38	COc1ccc(NC(=S)N2CCN(S(=O)(=O)c3ccc(C)cc3)CC2)cc1	15	5	-3	-6
39	O=C(NCCc1csc(-c2cccnc2)n1)c1ccccc1	-8	1	1	-5
40	COc1ccc(/C=N\NC(=O)c2c(C)nc3ccc(Br)cn23)cc1	-8	-2	-22	-4
41	CCOC(=O)Cc1csc(NC(=O)CSc2nnc(Cc3csc(N)n3)n2C)n1	-4	-3	1	-3
42	Cc1c(Br)cc(C(=O)N2CCCCCC2)c(C)c1C	18	0	24	-8
43	Cc1ccc(CNC(=O)c2ccc(N3CCC4(CC3)CC(c3ccccc3)=NO4)c(NC(=O)c3ccc(Cl)c([N+](=O)[O-])c3)c2)cc1	11	1	15	-7
44	O=C(CSc1nc2ncc(Cl)cc2[nH]1)N(Cc1ccccc1)C1CCS(=O)(=O)C1 (stereo unspecified)	-2	1	-12	-3
45	CCn1c(CSc2nncn2-c2ccc(OC)cc2)nc2cc(S(=O)(=O)N(C)C)ccc21	-1	-2	-16	-6
46	O=C(Cc1n[nH]c(=O)[nH]c1=O)N/N=C/CCc1ccccc1	-16	3	13	-6
47	CCCN(C(=O)Cc1nc(N)n[nH]1)C1(C(=O)Nc2c(C)cccc2C)CCCCC1	15	-1	5	-8
48	CC(CC(=O)N1CCN(c2ccccc2)CC1)S(=O)(=O)c1ccc2c(c1)NC(=O)CO2 (stereo unspecified)	6	3	-14	-6

item	UBC13 polyUb	SENP8 block-2	SENP7 inh	SENP6 block
37	6	-1	2	4
38	2	-3	-6	-5
39	2	7	-6	-6
40	-4	-3	-3	-5
41	1	1	3	7
42	-14	-12	2	-16
43	-19	-4	4	-4
44	-6	4	-4	-13
45	8	3	1	-2
46	7	0	2	6
47	-7	9	9	1
48	-3	-9	-5	1

# In a second layout: entries from further up.
# Each structure is followed by: Apaf-1 inh	SENP1 FRET inh	SENP8 block-1	APOBEC3G inh	UBC13 polyUb	SENP8 block-2	SENP7 inh	SENP6 block
47) CCCN(C(=O)Cc1nc(N)n[nH]1)C1(C(=O)Nc2c(C)cccc2C)CCCCC1
    15	-1	5	-8	-7	9	9	1
48) CC(CC(=O)N1CCN(c2ccccc2)CC1)S(=O)(=O)c1ccc2c(c1)NC(=O)CO2 (stereo unspecified)
    6	3	-14	-6	-3	-9	-5	1

# (list continues)
item	compound	Apaf-1 inh	SENP1 FRET inh	SENP8 block-1	APOBEC3G inh
49	Cc1ccc(C(=O)Nc2cccc(C(=O)O)c2)cc1S(=O)(=O)N1CCOCC1	-1	3	8	-6
50	O=C(NCc1cccs1)C1CC(c2ccccc2O)=NO1 (stereo unspecified)	2	0	19	-1
51	CCc1ccc(CN2CCCC(C(=O)Nc3ccccc3-c3ccc(OC)cc3)C2)o1 (stereo unspecified)	13	1	-4	-2
52	O=C(Cn1c(=O)n(Cc2ccc(F)cc2)c(=O)c2ccccc21)NCC1CCCO1 (stereo unspecified)	5	1	13	11
53	CCc1ccc2oc(=O)cc(CN3CCN(CCO)CC3)c2c1	4	-2	-6	1
54	CCN(CC)S(=O)(=O)c1ccc(NC(=O)CN(c2cccc(F)c2)S(C)(=O)=O)cc1	9	-3	20	1
55	O=C(Nc1ccccc1N1CCOCC1)c1cc2ccccc2o1	14	3	-2	-4
56	Cc1cc(NC(=O)Nc2ccc(Cl)cc2)no1	4	2	7	-1

item	UBC13 polyUb	SENP8 block-2	SENP7 inh	SENP6 block
49	-5	57*	-4	61*
50	0	-6	-4	-35
51	0	5	2	11
52	12	-2	2	-18
53	3	5	1	14
54	6	0	-3	-6
55	4	-5	2	-9
56	0	-3	-4	21
